Cneo AK release: Cryptococcus neoformans lysis via adenylate kinase release; lysis activity, % at 15 µM; AID 651654; C. neoformans lysis, adenylate kinase release luminescence, 4 h; normalised: neutral wells 0, clomiphene wells 100; 360,000 compounds, 0.2% hits;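 active = mean lysis activity across replicates of at least 80%, whatever share of replicates individually reach that level; inactive = mean lysis activity below 80%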
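Material – log-phase Cryptococcus neoformans yeast cells · Input – 5 × 10^6 yeast cells/mL · Medium – fresh YPD growth medium · Doses – single compound concentration per well · Timing – static 4 h at 37 °C with compound, 1 h detection · Detection – adenylate kinase release luminescence · Read-out – signal increase indicating cell lysis · Control set – Clomiphene as positive lysis control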
C2C12 statin: suppression of simvastatin myotoxicity; rescue of ATP level, % at 7.49 µM; C2C12 myotubes + simvastatin, ATP luminescence, 48 h; scaled: DMSO 0, geranylgeraniol control 100; AID 602340; 330,000 compounds, 0.78% hits;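 active = mean ATP rescue above about 67%, or every replicate alone reaching that limit, limit read from the data, passing the limit was not always enough; inconclusive = no clear call, values can overlap the other calls; inactive = mean under the limit and some replicate under it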;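 note: myotubes were challenged with 10 µM simvastatin during compound exposure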
miR122 inh: inhibitors of miR-122 in Huh7 cells; Huh7 miR-122 Renilla luciferase sensor, 48 h; neutral wells = 0, positive control = 100; activation (reporter increase), % at 12.5 µM; 340,000 compounds, 0.3% hits;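 active = mean replicate activation score at least 90 and every replicate individually at or above 90; inconclusive = only one of the two criteria met; inactive = neither criterion met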;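 note: higher luciferase means less miR-122 activity so hits act as miR-122 inhibitors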
ARNT TACC3 PPI: ARNT/TACC3 interaction disruption. Q9Y6A5. AlphaScreen His-ARNT PAS-B/GST-TACC3 binding, luminescence; TACC3 fragment carries E629A point mutation. inhibition, % at 9.99 µM. 390,000 compounds, 0.66% hits. AID 623870;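 active = mean inhibition of replicates at least 50% and at least half of replicates each reaching 50%; inconclusive = half or more replicates reach 50% but mean below 50%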;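 note: 0% = complete ARNT plus TACC3 wells and 100% = ARNT alone without TACC3; many hits fall short of the cut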
SIRT5 block: inhibitors of human sirtuin-5 desuccinylase | Purified SirT5, succinyl-peptide AMC, trypsin-coupled fluorescence | Q9NXA8 | 330,000 compounds, 1.1% hits | inhibition, % at 15 µM | AID 652115; in the data active = inhibition above about 15%; inconclusive = no clear call, values can overlap the other calls
Target sequence (Q9NXA8 whole entry, looked up): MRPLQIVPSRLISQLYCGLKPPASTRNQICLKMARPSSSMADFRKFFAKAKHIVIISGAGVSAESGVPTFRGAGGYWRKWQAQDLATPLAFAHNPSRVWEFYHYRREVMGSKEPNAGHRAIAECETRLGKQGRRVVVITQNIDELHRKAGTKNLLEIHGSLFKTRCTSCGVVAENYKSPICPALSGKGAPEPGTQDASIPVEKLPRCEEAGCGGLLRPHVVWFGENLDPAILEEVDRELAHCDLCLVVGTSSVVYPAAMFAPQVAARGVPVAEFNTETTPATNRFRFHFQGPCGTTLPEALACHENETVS
esBAF inh: inhibitors of esBAF chromatin remodeling in mouse ES cells; Bmi1-luciferase knock-in reporter, 24 h; 100% = twice the neutral-well signal; reporter increase, % at 12.5 µM; 350,000 compounds, 2% hits; in the data active = activation above about 40%; inconclusive = no clear call, values can overlap the other calls;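 note: 0% = median of the plate's neutral control wells and 100% = double that signal; a rise in the Bmi1 reporter signal indicates esBAF inhibition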
ERp5 inh: inhibitors of human ERp5; ERp5 insulin aggregation, absorbance 650 nm, 90 min; Q15084; AID 651711; 350,000 compounds, 0.05% hits; inhibition, % at 9.99 µM;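 active = mean replicate inhibition above about 25%, with every replicate also reaching it, limit read from the data, passing the limit was not always enough; inconclusive = only one of those two criteria met; inactive = neither criterion met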
Target sequence (Q15084 whole entry, looked up): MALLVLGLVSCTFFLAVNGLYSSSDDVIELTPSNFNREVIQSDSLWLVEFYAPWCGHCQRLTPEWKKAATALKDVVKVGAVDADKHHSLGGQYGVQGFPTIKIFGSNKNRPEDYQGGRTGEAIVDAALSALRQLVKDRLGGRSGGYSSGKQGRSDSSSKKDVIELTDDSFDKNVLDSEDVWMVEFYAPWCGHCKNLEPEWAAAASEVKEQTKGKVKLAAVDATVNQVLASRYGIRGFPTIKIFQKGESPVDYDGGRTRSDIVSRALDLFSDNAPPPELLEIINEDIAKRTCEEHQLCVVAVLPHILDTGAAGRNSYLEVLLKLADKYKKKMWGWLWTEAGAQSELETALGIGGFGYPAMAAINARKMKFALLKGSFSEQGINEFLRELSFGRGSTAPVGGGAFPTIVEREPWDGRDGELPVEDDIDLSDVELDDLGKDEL
* marks the source's active call; other numbers are inactive results; ? = inconclusive; . = no result given; & = joins results of further samples; [ ] = remark or other dose.

SMILES | Cneo AK release | C2C12 statin | miR122 inh | ARNT TACC3 PPI | SIRT5 block | esBAF inh | ERp5 inh
CCOc1cccc(C2CC(=O)Nc3cc(OC)c(OC)cc32)c1 (stereo not drawn) | -10 | 11 | -1 | 3 | 1 | -2 | 3
O=C(N/N=C/c1coc2ccccc2c1=O)c1ccncc1 | 1 | 0 | -9 | 0 | 1 | -7 | 1
CO[C@H]1CN(C)C(=O)c2ccc(NC(=O)C3CCC3)cc2OC[C@H](C)N(C(=O)CN(C)C)C[C@H]1C | -4 | 2 | -14[16.7 µM] | -3 | . | 1 | .
Cc1nnc2n1CCCCC2 | -4 | -5 | 0 | -3 | -4 | -5 | 0
COc1ccc(CCN(C)C(=O)CSc2nc3ncc(Cl)cc3[nH]2)cc1OC | . | . | . | -5 | -4 | . | -1
COc1ccc(C(=O)NC(=S)NNC(=O)c2ccncc2)cc1Br | -1 | -12 | -5 | 16 | 2 | 10 | 5
CC1(C)Cc2nc3sc(C(=O)NCCCO)c(N)c3cc2CO1 | . | -6 | -5 | -3 | 4 | 14 | 3
CCN(CC)C(=O)C1=C(C)N(Cc2ccc(OC)cc2)C(=O)C(CC(=O)NCCc2ccccn2)C1 (stereo not drawn) | 0 | 1 | -2 | . | -1 | -5 | 2
COc1ccc(Oc2nccc(-c3ccc(Cl)cc3)n2)cc1 | 1 | -21 | -8 | -2 | . | 6 | .
O=C(CCc1ccccc1)Nc1cc(NC(=O)CCc2ccccc2)cc(C(=O)O)c1 | . | . | . | -1 | 0 | . | -6
Cc1cccc2nnc(-c3ccccc3)n12 | 0 | 5 | 8 | -3 | 2 | 6 | 8
COc1ccc(C(C(=O)NC2CCCCC2)N(C(=O)c2sc(C)nc2C)c2ccccc2)cc1 (stereo not drawn) | -1 | -13 | -3 | . | -2 | 3 | 3
COc1ccccc1NC(=O)c1ccccc1NC(=O)c1cc(Cl)ccc1NC(=O)c1ccco1 | 0 | -16 | 1 | 5 | -5 | -9 | 3
Cc1noc(C)c1NC(=O)N(C)C[C@H]1OCCCC[C@@H](C)Oc2ccc(NC(=O)Nc3ccc4c(c3)OCO4)cc2C(=O)N([C@H](C)CO)C[C@@H]1C | -3 | 12 | -1[16.7 µM] | -9 | -3 | -1 | 1
O=C(CCN1CCOCC1)NNC(=O)Nc1cccc(Cl)c1 | -1 | 7 | -2 | . | -2 | -7 | 3
COc1ccccc1CNc1ncnc2nc[nH]c12 | -1 | -4 | -2 | 17 | 2 | -5 | 3
CCN(CC)C(=O)C1=C(C)N(Cc2ccc(F)cc2)C(=O)C(CC(=O)NC(c2ccccc2)c2ccccc2)C1 (stereo not drawn) | 0 | -11 | -10 | . | -4 | 7 | 0
COc1ccccc1-c1cnc2c(c1)C(=O)N([C@H](C)CO)C[C@H](C)[C@H](CN(C)Cc1cccnc1)O2 | -4 | 4 | 5[16.7 µM] | 29 | -1 | -8 | 9
CCC1NC(=O)c2cccnc2-n2c1nc1cc(OC)c(OC)cc1c2=O (stereo not drawn) | -4 | 2 | -2 | . | -3 | -7 | 2
O=C(NNC(=O)C12CC3CC(CC(C3)C1)C2)c1ccccc1[N+](=O)[O-] | 0 | -7 | . | 22 | -2 | -5 | -1

3 structures already listed, arranged by molar mass, falling:
SMILES | Cneo AK release | C2C12 statin | miR122 inh | ARNT TACC3 PPI | SIRT5 block | esBAF inh | ERp5 inh
COc1ccc(C(C(=O)NC2CCCCC2)N(C(=O)c2sc(C)nc2C)c2ccccc2)cc1 (stereo not drawn) | -1 | -13 | -3 | . | -2 | 3 | 3
O=C(CCc1ccccc1)Nc1cc(NC(=O)CCc2ccccc2)cc(C(=O)O)c1 | . | . | . | -1 | 0 | . | -6
O=C(N/N=C/c1coc2ccccc2c1=O)c1ccncc1 | 1 | 0 | -9 | 0 | 1 | -7 | 1

Returning to the listing, repeating the 2 entries before the break.
SMILES | Cneo AK release | C2C12 statin | miR122 inh | ARNT TACC3 PPI | SIRT5 block | esBAF inh | ERp5 inh
CCC1NC(=O)c2cccnc2-n2c1nc1cc(OC)c(OC)cc1c2=O (stereo not drawn) | -4 | 2 | -2 | . | -3 | -7 | 2
O=C(NNC(=O)C12CC3CC(CC(C3)C1)C2)c1ccccc1[N+](=O)[O-] | 0 | -7 | . | 22 | -2 | -5 | -1
CCCC(=O)c1cc2c(cc1NC(=O)CC)OCCO2 | 2 | -2 | -10 | 0 | 0 | -6 | 4
Cc1cccc(NC(=S)N2CCCCC2)c1 | . | . | . | -12 | 2 | . | -6
O=C(Nc1cccc2nsnc12)c1cccnc1Cl | . | . | . | -2 | 8 | . | -7
CO[C@@H]1CN(C)C(=O)c2cc(NS(=O)(=O)c3ccccc3F)ccc2OC[C@@H](C)NC[C@@H]1C | -2 | 0 | 6[16.7 µM] | 0 | -1 | -1 | -1
COc1ccc2nc(N3CCCC(C(=O)NCCCN4CCN(C)CC4)C3)sc2c1 (stereo not drawn) | 0 | 8 | 3 | 4 | . | 2 | .
O=C(c1ccc(OC(F)(F)F)cc1)c1ncc[nH]1 | 5 | -3 | -7 | -7 | . | 38 | 0
NC(=O)c1ccccc1 | 1 | 0 | -2 | -7 | -4 | 10 | 5
CN1C(=O)c2ccc(C(=O)NCc3ccc4c(c3)OCO4)cc2C1=O | . | . | . | 6 | -2 | . | -8
CN(CC(=O)Nc1ccc(Cl)cc1)C(=O)CCNC(=O)c1ccc(Cl)cc1 | 0 | 7 | 1 | -4 | -8 | 36 | -4
Cc1ccc(Cl)cc1NC(=O)Cn1c(C)csc1=O | 0 | 34 | 5 | 3 | 0 | -5 | .
O=C(NCCc1cccs1)C1CC(c2c(Cl)cccc2Cl)=NO1 (stereo not drawn) | -6 | -7 | . | -4 | . | 80* | ?
Cc1cc(Br)cn2c(Cc3ccccc3)c(-c3ccc(C#N)cc3)nc12 | 1 | 11 | -2 | . | -1 | -3 | 1
COc1ccc(CCc2ccc3ccccc3n2)cc1 | -10 | -6 | -5 | -11 | 0 | . | -5
CC(C)(C)n1c(O)c2n(c1=O)Cc1ccccc1N=C2c1ccccc1 | 13 | -4 | -1 | . | 4 | 4 | 5
O=C(C[C@H]1CC[C@H](NC(=O)c2cccnc2)[C@H](CO)O1)NCc1ccncn1 | -2 | -2 | . | -12 | -3 | -1 | 1
O=C(C[C@@H]1CC[C@@H](NC(=O)NC2CCCC2)[C@H](CO)O1)NCc1ccc(F)cc1 | 1 | 3 | 14[16.7 µM] | 3 | 3 | -2 | 7
Cc1cccc(-n2nc3c(c2NC(=O)C(C)C)CSC3)c1 | -2 | -7 | 1 | -1 | 0 | -2 | 5
Cc1ccc(NC(=O)NC2OC(=O)c3ccccc32)cc1 (stereo not drawn) | . | -3 | 4 | 18 | . | -2 | 4
C[C@H]1CN([C@@H](C)CO)C(=O)c2cc(C#CC3CC3)cnc2O[C@@H]1CN(C)C(=O)c1ccc(F)cc1 | -2 | 25 | 4[16.7 µM] | -2 | 10 | -4 | -5
CNS(=O)(=O)c1ccc2ccccc2c1 | . | . | . | -6 | -8 | . | 1
O=C(C[C@@H]1CC[C@H]2[C@@H](COC[C@H](O)CN2Cc2cccc(F)c2)O1)NCCc1ccncc1 | 1 | 5 | -4[16.7 µM] | -9 | 6 | -2 | 3
Cc1ccc(CNC(=O)CCS(=O)(=O)c2ccc3c(c2)NC(=O)CO3)cc1 | 1 | 3 | 9 | -3 | -2 | -7 | -3
COc1ccc(NC(=O)N(C)C[C@H]2Oc3ccc(NC(=O)CCCCCC(=O)Nc4ccccc4N)cc3CC(=O)N([C@@H](C)CO)C[C@H]2C)cc1 | -4 | -11 | -4[16.7 µM] | -17 | . | 2 | -6
O=C(CSc1nc2c([nH]c3ccccc32)c(=O)n1-c1ccccc1)N1CCOCC1 | 0 | -14 | -3 | -7 | -1 | -39 | -9
CCc1nnc(NC(=O)C2CC(=O)N(C3CCCCC3)C2)s1 (stereo not drawn) | -4 | 1 | -2 | -12 | 0 | -11 | -3
O=C(CSc1nccn1Cc1ccccc1)NC1CCCC1 | 2 | -3 | -1 | -2 | -7 | 7 | 3
COc1ccc2oc(=O)c(C(=O)Nc3ccccc3-c3ccccc3)cc2c1 | 3&-3 | 34 | -4 | 1&-11 | -4 | -10&-2 | -4
COc1cccc(N2CCN(C(=O)c3ccc(Cl)c(S(=O)(=O)N4CCCCCC4)c3)CC2)c1 | 0 | 4 | -2 | . | -1 | -5 | 3
Cc1ccc(-c2cc(C(=O)Nc3cc(C(=O)O)ccc3C)c3ccccc3n2)cc1 | 0 | . | -4 | 9 | -4 | . | 6
C[C@H]1CCCCO[C@H](CN(C)S(C)(=O)=O)[C@@H](C)CN([C@@H](C)CO)C(=O)c2cc(NC(=O)c3ccncc3)ccc2O1 | -8 | . | 37[16.7 µM] | 1 | 3 | -14 | -1
Cc1ccc(S(=O)(=O)Nc2ccc3c(c2)C(=O)N([C@@H](C)CO)C[C@H](C)[C@@H](CN(C)Cc2ccc(C(=O)O)cc2)O3)cc1 | 1 | -1 | -3[16.7 µM] | -19 | 3 | 2 | .
C[C@@H]1CN([C@@H](C)CO)C(=O)c2cc(C#C[C@@H](C)O)cnc2O[C@@H]1CN(C)C(=O)Cc1ccncc1 | 3 | -2 | 14[16.7 µM] | -6 | 0 | -1 | 1
COc1ccc(N(CC(=O)NCc2ccc(Cl)cc2)S(=O)(=O)c2c(C)nn(C)c2C)cc1 | -1 | -1 | -2 | -5 | 0 | -9 | 2
CC1(Cc2ccc(Cl)cc2)C(=O)Nc2ccc(-c3ccc(F)c(Cl)c3)cc21 (stereo not drawn) | 2 | -18 | 6 | . | . | -6 | 4
O=S(=O)(NCc1ccccn1)c1ccc(Cl)s1 | . | -6 | 11 | 6 | -3 | -4 | 1
CC(C)C1OC2(C)OC(=N)C1(C#N)C(C#N)(C#N)C2c1ccccc1 (stereo not drawn) | 1 | -6 | 2 | -10 | -12 | 10 | 4
C/C(CC(=O)NC12CC3CC(CC(C3)C1)C2)=N\NC(=O)c1ccc(C)cc1 | . | . | -16 | -3 | -1 | . | 2
C=CCN1C(=O)[C@]2(O[C@H](CCO)[C@@H]([Si](C)(C)c3ccc(OC)cc3)[C@@H]2C)c2cc(N3CCOC3=O)ccc21 | -13 | . | . | -16 | 7 | . | 0
CCC1(C)Cc2c(sc(NC(=O)CCC(=O)O)c2C#N)CO1 (stereo not drawn) | -8 | . | -4 | -2 | . | -10 | .
COc1ccc(/C=C(\NC(=O)c2ccccc2)C(=O)N/N=C/c2sccc2C)cc1 | 5 | . | . | -5 | . | . | -3
COc1ccc(CN(C)C[C@H]2Oc3ccc(NC(=O)C4CCCCC4)cc3CC(=O)N([C@@H](C)CO)C[C@H]2C)cc1 | -1 | -3 | -3[16.7 µM] | -2 | 4 | -1 | 0

5 entries from above, sorted by the number in ARNT TACC3 PPI, smallest number first:
SMILES	miR122 inh	ARNT TACC3 PPI	SIRT5 block	esBAF inh	ERp5 inh
C=CCN1C(=O)[C@]2(O[C@H](CCO)[C@@H]([Si](C)(C)c3ccc(OC)cc3)[C@@H]2C)c2cc(N3CCOC3=O)ccc21	.	-16	7	.	0
O=C(C[C@@H]1CC[C@H]2[C@@H](COC[C@H](O)CN2Cc2cccc(F)c2)O1)NCCc1ccncc1	-4[16.7 µM]	-9	6	-2	3
O=C(CSc1nc2c([nH]c3ccccc32)c(=O)n1-c1ccccc1)N1CCOCC1	-3	-7	-1	-39	-9
Cc1ccc(CNC(=O)CCS(=O)(=O)c2ccc3c(c2)NC(=O)CO3)cc1	9	-3	-2	-7	-3
Cc1ccc(-c2cc(C(=O)Nc3cc(C(=O)O)ccc3C)c3ccccc3n2)cc1	-4	9	-4	.	6

Bioassay records (PubChem)
